PLCb3 inh – inhibitors of human phospholipase C beta3. Q01970. Purified PLC-beta3, fluorogenic substrate, fluorescence. inhibition, % at 12.2 µM. hit rate 0.18% among 370,000. AID 720704; in the data active = inhibition above about 11%;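 also: 0% = median of compound wells on plate and 100% = full blocker control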
Rev-erbA mod – modulates human Rev-erb alpha binding to DNA | hit rate 0.79% among 370,000 | activity, % at 10 µM | Rev-erbα–FITC-DNA binding, fluorescence polarization, 90 min | AID 1259318;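 active = activity above about 14%, limit read from the data; passing the limit was not always enough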;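 also: 0% = DMSO wells with 35 nM protein and 100% = DMSO wells with 750 nM protein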
Target sequence (P20393 whole entry, looked up): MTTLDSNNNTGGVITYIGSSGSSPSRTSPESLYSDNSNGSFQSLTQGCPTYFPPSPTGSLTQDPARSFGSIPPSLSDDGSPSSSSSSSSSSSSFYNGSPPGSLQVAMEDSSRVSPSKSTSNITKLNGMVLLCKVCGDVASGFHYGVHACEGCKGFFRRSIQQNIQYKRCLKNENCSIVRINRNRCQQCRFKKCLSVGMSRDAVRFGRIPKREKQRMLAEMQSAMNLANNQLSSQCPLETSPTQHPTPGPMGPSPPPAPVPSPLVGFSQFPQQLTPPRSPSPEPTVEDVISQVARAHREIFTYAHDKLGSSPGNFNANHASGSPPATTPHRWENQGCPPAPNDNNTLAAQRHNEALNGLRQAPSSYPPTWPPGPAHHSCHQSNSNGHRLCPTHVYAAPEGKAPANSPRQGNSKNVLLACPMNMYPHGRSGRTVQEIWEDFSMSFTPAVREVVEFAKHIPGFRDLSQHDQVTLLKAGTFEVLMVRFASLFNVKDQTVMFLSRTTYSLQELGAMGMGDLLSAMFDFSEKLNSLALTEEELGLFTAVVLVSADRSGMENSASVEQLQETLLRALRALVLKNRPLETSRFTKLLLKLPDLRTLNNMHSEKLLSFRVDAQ
MBD2 inh – inhibitors of human MBD2 binding to methylated oligonucleotide. Q9UBB5. TR-FRET. inhibition, % at 4.4 µM. hit rate 0.31% among 370,000; in the data active = inhibition above about 13%
Target sequence (Q9UBB5 whole entry, looked up): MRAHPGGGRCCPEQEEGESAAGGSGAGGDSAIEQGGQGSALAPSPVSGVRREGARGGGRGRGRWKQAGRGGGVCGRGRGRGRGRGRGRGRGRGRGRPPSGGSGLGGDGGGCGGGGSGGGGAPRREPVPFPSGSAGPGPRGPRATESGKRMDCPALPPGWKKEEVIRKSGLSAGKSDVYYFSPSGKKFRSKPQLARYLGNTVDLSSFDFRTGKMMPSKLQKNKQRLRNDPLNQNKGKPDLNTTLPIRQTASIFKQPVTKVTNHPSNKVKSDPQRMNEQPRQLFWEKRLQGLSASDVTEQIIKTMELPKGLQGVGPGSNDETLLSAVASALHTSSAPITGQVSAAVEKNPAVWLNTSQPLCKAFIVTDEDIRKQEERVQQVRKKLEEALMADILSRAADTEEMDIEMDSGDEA
ssDAF-12 act – activators of S. stercoralis DAF-12 nuclear receptor; hit rate 1% among 370,000; HEK293 ssDAF-12/GRIP1 lit1-tk-luc reporter, luminescence; % of 3 µM dafachronic acid response; activation, % at 6.8 µM;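 active = activation above the mean over all tested compounds plus 3 SD, cut at about 0.9% in these data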;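 also: 0% = DMSO-only wells and 100% = 3 µM delta7-dafachronic acid wells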
hgDAF12 agonist – agonists of H. glycines DAF-12 nuclear receptor; hit rate 1.8% among 370,000; HEK293 GAL4-hgDAF12 UAS-luciferase reporter, agonist luminescence; normalized to butyrate control; activation, % at 6.8 µM;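 active = activation above a cutoff set at the mean of all screened compounds plus 3 SD, cut at about 10% in these data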;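 also: 0% = DMSO wells and 100% = sodium butyrate wells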
SMARCA2 act – SMARCA2 function activation, primary screen. MG213 cells, MMTV-luciferase reporter, dexamethasone, overnight. activation, % at 9.1 µM. hit rate 1% among 370,000; in the data active = activation above about 7.8%;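 also: 0% = vehicle wells and 100% = reference activator wells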
hcDAF12 agonist – activators of H. contortus DAF-12 nuclear receptor; HEK293 hcDAF-12 lit1-tk-luc reporter, luminescence; 0% DMSO, 100% Δ7-dafachronic acid; activation, % at 6.8 µM; hit rate 1.4% among 370,000;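 active = activation above the mean of all tested compounds plus 3 SD, cut at about 5.5% in these data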;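 also: 100% = response to 3 µM Δ7-dafachronic acid high control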
ADAM17 inh – inhibitors of human ADAM17 | P78536 | recombinant ADAM17, EDANS/DABCYL FRET peptide cleavage | inhibition, % at 6.95 µM | hit rate 0.83% among 370,000 | AID 720648;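 active = inhibition above the mean of compounds lying between control limits plus 3 SD, set per campaign, cut at about 8.5% in these data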;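 also: 0% = DMSO-only wells as the low control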
DAX1 inh-1 – blocks DAX1 repression of SF-1 activated StAR promoter; AID 652010; inhibition, % at 6.8 µM; HEK293T StAR-luciferase reporter, SF-1/DAX-1 repression relief; hit rate 1.1% among 370,000;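 active = inhibition above the mean over all tested compounds plus 3 SD, cut at about 3.6% in these data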;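 also: 0% = DAX-1 cells with DMSO and 100% = cells lacking DAX-1 with DMSO; higher inhibition means more luminescence from relief of DAX-1 repression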
DAX1 inh-2 – NR0B1 (DAX1) inhibition. P51843. HEK293 Gal4-DAX1 luciferase reporter, luminescence. inhibition, % at 6.75 µM. hit rate 0.99% among 340,000. AID 504766;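 active = inhibition above the mean over all tested compounds plus 3 SD, cut at about 4.2% in these data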;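 also: 0% = DAX1-transfected cells with DMSO and 100% = empty-vector control cells with DMSO; inhibition shows as a rise in luminescence from relieved DAX1 repression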
PLCg1 inh – inhibitors of human phospholipase C gamma1; inhibition, % at 12.2 µM; hit rate 0.84% among 370,000; purified PLC-gamma1, fluorogenic substrate, fluorescence; P19174; in the data active = inhibition above about 9.5%
Active calls of the source: *.

For CC[N+]1(CC)CC2CCC(C)(C1)C2(C)C (stereo unspecified) the results were PLCb3 inh 3, Rev-erbA mod 3, MBD2 inh 3, ssDAF-12 act -0.1, hgDAF12 agonist -0.6, SMARCA2 act 1, hcDAF12 agonist -2.2, ADAM17 inh 2, DAX1 inh-1 0.5, DAX1 inh-2 -1.0 and PLCg1 inh 4.
For CN(CC(=O)Nc1ccc(OC(F)(F)F)cc1)C(=O)Cc1ccc2c(c1)CCC2 the results were PLCb3 inh -3, Rev-erbA mod 10, MBD2 inh -2, ssDAF-12 act 0.4, hgDAF12 agonist 1.5, SMARCA2 act -3, hcDAF12 agonist -0.4, ADAM17 inh 5, DAX1 inh-1 1.2, DAX1 inh-2 -0.1 and PLCg1 inh 5.
O=C(Nc1ccccc1N1CCOCC1)C1=NN(c2ccccc2)C(=O)CC1 was read as PLCb3 inh -3, Rev-erbA mod -2, MBD2 inh -3, ssDAF-12 act -0.6, hgDAF12 agonist -2.0, SMARCA2 act 1, hcDAF12 agonist -1.9, ADAM17 inh 0, DAX1 inh-1 -1.6, DAX1 inh-2 -2.4 and PLCg1 inh 5.
NCCCC[C@@H]1NC(=O)[C@H](CCC(=O)O)NC(=O)c2cc([N+](=O)[O-])cc(I)c2SC[C@@H](C(=O)NCC(N)=O)NC1=O was read as PLCb3 inh 4, Rev-erbA mod 0, MBD2 inh 12, ssDAF-12 act -1.2, hgDAF12 agonist -0.6, SMARCA2 act 2, hcDAF12 agonist -1.0, ADAM17 inh -1, DAX1 inh-1 -0.3, DAX1 inh-2 1.1 and PLCg1 inh 0.
Screening COc1ccccc1/C=C(/C(=O)OCC(=O)Nc1ccc(N(C)C)cc1)c1ccccc1 returned PLCb3 inh -5, Rev-erbA mod 0, MBD2 inh -3, ssDAF-12 act -1.2, hgDAF12 agonist 0.1, SMARCA2 act -1, hcDAF12 agonist -1.3, ADAM17 inh 3, DAX1 inh-1 -0.3, DAX1 inh-2 -0.6 and PLCg1 inh 0.
For COC(=O)C1=C(C)Nc2c(c(=O)n(C)c(=O)n2C)C1c1cccnc1 (stereo unspecified) the results were PLCb3 inh -8, Rev-erbA mod -1, MBD2 inh -2, ssDAF-12 act -1.1, hgDAF12 agonist -1.1, SMARCA2 act 3, hcDAF12 agonist -0.4, ADAM17 inh -8, DAX1 inh-1 0.5, DAX1 inh-2 1.8 and PLCg1 inh -8.
Screening CC1CCCC(NC(=O)COC(=O)COc2ccc(Br)cc2)C1C (stereo unspecified) returned PLCb3 inh -2, Rev-erbA mod -8, MBD2 inh 0, ssDAF-12 act -0.7, hgDAF12 agonist 1.2, SMARCA2 act 3, hcDAF12 agonist -1.2, ADAM17 inh -2, DAX1 inh-1 0.4, DAX1 inh-2 0.1 and PLCg1 inh 2.
For CC1C(Br)C(=O)NC(=O)N1Cc1ccccc1 (stereo unspecified) the results were PLCb3 inh -1, Rev-erbA mod -3, MBD2 inh -2, ssDAF-12 act -1.1, hgDAF12 agonist -1.9, SMARCA2 act -3, hcDAF12 agonist -1.7, ADAM17 inh -4, DAX1 inh-1 0.6, DAX1 inh-2 0.1 and PLCg1 inh 0.
Screening CCOC(=O)c1c(C)n(C)c2ccc(OCC(O)CN3CCCCCC3)cc12 (stereo unspecified) returned PLCb3 inh -3, Rev-erbA mod 3, MBD2 inh 5, ssDAF-12 act 0.2, hgDAF12 agonist -0.3, SMARCA2 act -2, hcDAF12 agonist -0.9, ADAM17 inh -2, DAX1 inh-1 1.2, DAX1 inh-2 1.3 and PLCg1 inh 0.
`CC(=O)n1cc([C@@H]2C=C(C(=O)N3CCOCC3)O[C@H](OCc3ccc(CO)cc3)C2)c2ccccc21` gave PLCb3 inh -6, Rev-erbA mod -4, MBD2 inh 1, ssDAF-12 act -1.3, hgDAF12 agonist -1.7, SMARCA2 act 0, hcDAF12 agonist 1.3, ADAM17 inh -3, DAX1 inh-1 0.1, DAX1 inh-2 0.1 and PLCg1 inh -2.
For Cc1ccc(-c2noc(CCC(=O)NCC3CCN(Cc4cccc(C)c4)CC3)n2)cc1 the results were PLCb3 inh 1, Rev-erbA mod -4, MBD2 inh 2, ssDAF-12 act -1.3, hgDAF12 agonist 0.1, SMARCA2 act -2, hcDAF12 agonist -0.4, ADAM17 inh -3, DAX1 inh-1 -2.1, DAX1 inh-2 -1.5 and PLCg1 inh 4.
Screening COc1ccc(NC(=O)Cn2nnc(C(=O)NCCc3ccc(OC)c(OC)c3)c2N)c(OC)c1 returned PLCb3 inh 1, Rev-erbA mod -1, MBD2 inh -3, ssDAF-12 act -1.4, hgDAF12 agonist 5.3, SMARCA2 act 2, hcDAF12 agonist -1.3, ADAM17 inh -1, DAX1 inh-1 -0.3, DAX1 inh-2 1.3 and PLCg1 inh -3.
Screening CCn1c(SCC(=O)N2CCCC(C)C2)nnc1-c1ccc(S(=O)(=O)N2CCN(C)CC2)cc1 (stereo unspecified) returned PLCb3 inh 0, Rev-erbA mod 7, MBD2 inh 2, ssDAF-12 act -1.1, hgDAF12 agonist 1.3, SMARCA2 act -2, hcDAF12 agonist -1.2, ADAM17 inh -5, DAX1 inh-1 -0.2, DAX1 inh-2 0.9 and PLCg1 inh -1.
For CC(=O)Nc1ccc(CN2CCC(Oc3ccc(C(=O)N4CCCC4)cc3)CC2)cc1 the results were PLCb3 inh -3, Rev-erbA mod -4, MBD2 inh -1, ssDAF-12 act -0.7, hgDAF12 agonist 0.6, SMARCA2 act -1, hcDAF12 agonist 0.1, ADAM17 inh -2, DAX1 inh-1 1.1, DAX1 inh-2 0.7 and PLCg1 inh -2.
For CC(Sc1nnc(-c2ccccc2Br)o1)C(=O)N1CCOCC1 (stereo unspecified) the results were PLCb3 inh -3, Rev-erbA mod 3, MBD2 inh -7, ssDAF-12 act -0.9, hgDAF12 agonist -0.2, SMARCA2 act 0, hcDAF12 agonist 0.6, ADAM17 inh 2, DAX1 inh-1 -0.1, DAX1 inh-2 -0.6 and PLCg1 inh 0.
For COc1cc(NC(=O)COC(=O)Cc2ccc(-c3ccccc3)cc2)cc(OC)c1 the results were PLCb3 inh -2, Rev-erbA mod 7, MBD2 inh -3, ssDAF-12 act -1.2, hgDAF12 agonist 2.1, SMARCA2 act -4, hcDAF12 agonist -1.1, ADAM17 inh 11*, DAX1 inh-1 -0.5, DAX1 inh-2 -1.2 and PLCg1 inh 2.
`O=[N+]([O-])c1cccc(-c2noc3c2-c2nc(Cc4cccc5ccccc45)sc2CC3)c1` gave PLCb3 inh -1, Rev-erbA mod 1, MBD2 inh -3, ssDAF-12 act -0.9, hgDAF12 agonist 2.6, SMARCA2 act 2, hcDAF12 agonist 1.1, ADAM17 inh -4, DAX1 inh-1 -0.2, DAX1 inh-2 -0.5 and PLCg1 inh 1.
Screening O=C(COc1ccc(Cl)cc1)NCCCNC(=O)c1ccncc1 returned PLCb3 inh -3, Rev-erbA mod 6, MBD2 inh -2, ssDAF-12 act -1.8, hgDAF12 agonist 0.8, SMARCA2 act 0, hcDAF12 agonist -0.5, ADAM17 inh -1, DAX1 inh-1 -0.2, DAX1 inh-2 1.2 and PLCg1 inh 4.
Cc1ccc(-c2ccc(=O)n(Cc3ccc(F)cc3)n2)cc1 was read as PLCb3 inh -8, Rev-erbA mod 1, MBD2 inh 4, ssDAF-12 act -0.5, hgDAF12 agonist -0.4, SMARCA2 act -1, hcDAF12 agonist -1.3, ADAM17 inh -4, DAX1 inh-1 -0.3, DAX1 inh-2 1.6 and PLCg1 inh -3.
For CCc1cc(SC#N)cc(CC)c1NC(=O)CCl the results were PLCb3 inh 7, Rev-erbA mod -1, MBD2 inh 2, ssDAF-12 act -0.7, hgDAF12 agonist -3.1, SMARCA2 act -5, hcDAF12 agonist -0.4, ADAM17 inh 4, DAX1 inh-1 -1.2, DAX1 inh-2 -1.1 and PLCg1 inh 8.

Arranged by SMILES length (rising): three of the compounds above
For CC[N+]1(CC)CC2CCC(C)(C1)C2(C)C (stereo unspecified) the results were PLCb3 inh 3, Rev-erbA mod 3, MBD2 inh 3, ssDAF-12 act -0.1, hgDAF12 agonist -0.6, SMARCA2 act 1, hcDAF12 agonist -2.2, ADAM17 inh 2, DAX1 inh-1 0.5, DAX1 inh-2 -1.0 and PLCg1 inh 4.
For CC(=O)Nc1ccc(CN2CCC(Oc3ccc(C(=O)N4CCCC4)cc3)CC2)cc1 the results were PLCb3 inh -3, Rev-erbA mod -4, MBD2 inh -1, ssDAF-12 act -0.7, hgDAF12 agonist 0.6, SMARCA2 act -1, hcDAF12 agonist 0.1, ADAM17 inh -2, DAX1 inh-1 1.1, DAX1 inh-2 0.7 and PLCg1 inh -2.
Screening COc1ccc(NC(=O)Cn2nnc(C(=O)NCCc3ccc(OC)c(OC)c3)c2N)c(OC)c1 returned PLCb3 inh 1, Rev-erbA mod -1, MBD2 inh -3, ssDAF-12 act -1.4, hgDAF12 agonist 5.3, SMARCA2 act 2, hcDAF12 agonist -1.3, ADAM17 inh -1, DAX1 inh-1 -0.3, DAX1 inh-2 1.3 and PLCg1 inh -3.

(further entries)
For O=C(Nc1ncc(Cc2ccccc2Cl)s1)c1ccc(-c2cccc([N+](=O)[O-])c2)o1 the results were PLCb3 inh 1, Rev-erbA mod -3, MBD2 inh -1, ssDAF-12 act -1.7, hgDAF12 agonist -0.3, SMARCA2 act 4, hcDAF12 agonist -2.9, ADAM17 inh 1, DAX1 inh-1 -0.1, DAX1 inh-2 -0.5 and PLCg1 inh 7.
`CCOC(=O)C1(C(F)(F)F)N=C(C(F)(F)F)Nc2cc(C)c(C)cc21` (stereo unspecified) gave PLCb3 inh -1, Rev-erbA mod -2, MBD2 inh -2, ssDAF-12 act -1.2, hgDAF12 agonist -1.1, SMARCA2 act -4, hcDAF12 agonist -0.4, ADAM17 inh 1, DAX1 inh-1 0.1, DAX1 inh-2 -0.1 and PLCg1 inh 1.
Screening C=CCNC(=O)/C(=C/c1cccc([N+](=O)[O-])c1)NC(=O)c1ccccc1 returned PLCb3 inh -5, Rev-erbA mod -1, MBD2 inh 2, ssDAF-12 act -0.6, hgDAF12 agonist 0.2, SMARCA2 act 0, hcDAF12 agonist 0.1, ADAM17 inh 0, DAX1 inh-1 -0.5, DAX1 inh-2 1.2 and PLCg1 inh -4.
Screening C/C(N)=C(/C#N)C(=O)CSc1nnc(NC(C)C)s1 returned PLCb3 inh 4, Rev-erbA mod -14, MBD2 inh -2, ssDAF-12 act -1.6, hgDAF12 agonist 7.3, SMARCA2 act 3, hcDAF12 agonist 1.1, ADAM17 inh 1, DAX1 inh-1 1.1, DAX1 inh-2 3.7 and PLCg1 inh 1.
Screening O=C(CN1CCCCC1)N1CCN(c2ccccc2)CC1 returned PLCb3 inh -27, Rev-erbA mod 7, MBD2 inh -6, ssDAF-12 act -1.4, hgDAF12 agonist -0.1, SMARCA2 act 4, hcDAF12 agonist -0.4, ADAM17 inh -1, DAX1 inh-1 -0.5, DAX1 inh-2 0.1 and PLCg1 inh 3.
For Cn1c(CNC(=O)CNC(=O)Cc2ccccc2)cc(=O)n(C)c1=O the results were PLCb3 inh 1, Rev-erbA mod -4, MBD2 inh -6, ssDAF-12 act -1.0, hgDAF12 agonist 1.0, SMARCA2 act 1, hcDAF12 agonist -2.6, ADAM17 inh -2, DAX1 inh-1 1.2, DAX1 inh-2 0.1 and PLCg1 inh -2.
`Cc1c(C(=O)O)sc2nc(C)n(C)c(=O)c12` gave PLCb3 inh 1, Rev-erbA mod 1, MBD2 inh -4, ssDAF-12 act -1.3, hgDAF12 agonist -0.3, SMARCA2 act 0, hcDAF12 agonist -1.1, ADAM17 inh 3, DAX1 inh-1 -0.3, DAX1 inh-2 1.9 and PLCg1 inh 2.

Rows were taken by chance; any-hit rate near 7.4%.
